GASC-1 inh = human JMJD2C demethylase inhibition. Q9H3R0. GST-JMJD2C(1-420) H3K9me3 demethylation, DELFIA europium. inhibition, % at 2.35 µM. 330,000 compounds, 0.069% hits;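 active means more than half of a compound's replicate wells show inhibition beyond 50%, single wells judged on their own value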;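 further: signal counts dimethyl H3K9 product captured on neutravidin plate; 0% = median of DMSO wells and 100% = 0.3 times that DMSO median; strong numbers were not always called active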
Target sequence (Q9H3R0 1-420 limits assumed): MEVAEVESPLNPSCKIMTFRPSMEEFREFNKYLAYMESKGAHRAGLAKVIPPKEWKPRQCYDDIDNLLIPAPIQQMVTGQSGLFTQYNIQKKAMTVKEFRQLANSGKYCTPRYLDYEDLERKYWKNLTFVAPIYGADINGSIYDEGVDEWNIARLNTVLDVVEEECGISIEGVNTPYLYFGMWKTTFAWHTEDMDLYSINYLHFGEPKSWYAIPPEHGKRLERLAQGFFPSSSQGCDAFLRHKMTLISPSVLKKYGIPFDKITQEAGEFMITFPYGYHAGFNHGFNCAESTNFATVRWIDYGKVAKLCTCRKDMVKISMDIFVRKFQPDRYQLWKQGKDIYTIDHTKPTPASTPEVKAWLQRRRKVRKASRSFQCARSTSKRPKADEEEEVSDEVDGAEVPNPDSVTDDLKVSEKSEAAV
Efflux pump inh = antifungal efflux pump inhibition, Nile Red retention; S. cerevisiae Candida pump triplex; inhibition, % at 10 µM; 330,000 compounds, 0.44% hits; AID 485275;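 active means plate passing quality check with inhibition over a set limit, or well fluorescence over plate mean plus 4 SD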;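 further: Nile Red retained in pooled yeast measured as flow cytometry median fluorescence; 0% = buffer negative control and 100% = Enniatin B positive control; higher means more Nile Red kept so more efflux inhibition; some compounds called inactive have numbers as strong as hits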
* marks the source's active call; other numbers are inactive results. Not all compounds are listed; count on the stated rates, not on these rows.

item | SMILES | Efflux pump inh | GASC-1 inh
1 | Cc1ccc(NC2CCCN(C(=O)c3ccoc3C)C2)cc1C (centres undefined) | -0.3 | 9.4
2 | CC(C)c1ccc(NC(=O)C2CC2c2ccccc2)cc1 (centres undefined) | 0.0 | 3.6
3 | Cc1ccc(CNC(=S)NC2CCCCC2)cc1 | 0.0 | -0.5
4 | CC(=O)NNC(=O)c1[nH]c2ccc(Br)cc2c1-c1ccccc1 | 0.0 | 3.3
5 | COc1ccccc1Cn1c(=S)[nH]c2cc(C(=O)NC(C)C)ccc2c1=O | 0.0 | 0.6
6 | S=C(NCc1ccccc1)NCc1ccco1 | 0.0 | -2.6
7 | O=[N+]([O-])c1ccc(NC(=S)N2CCc3ccccc32)cc1 | 0.1 | -2.1
8 | COC(=O)CN(C#N)c1nc(NCc2ccccc2)nc(OC)n1 | 0.3 | 6.5
9 | O=C(Nc1ccc(Cl)c(Cl)c1)Nn1cnnc1 | 0.1 | 16.2
10 | COc1ccc2cc(C(=O)N3CCN(c4cccc(C)c4C)CC3)[nH]c2c1 | 0.1 | 1.4
11 | COc1ccc(CN(C)C(=O)Cc2c[nH]c3ccccc23)c(OC)c1OC | -0.1 | -0.3
12 | C/C(=N\NC(=O)c1nnn(-c2nonc2N)c1-c1ccccc1)c1ccco1 | 0.0 | -56.3
13 | O=C(N/N=C/c1ccc2c(c1)OCO2)C(=O)Nc1ccccc1Cl | -0.1 | 2.2
14 | CCc1sc(C(=O)Nc2ncccc2O)cc1C | -0.3 | -21.9
15 | COc1ccc(OC)c(Nc2nc(-c3ccncc3)nc3ccccc23)c1 | -0.1 | -8.4
16 | Cc1nonc1CN(C)C(=O)CC1C(=O)NCCN1Cc1ccccc1F (centres undefined) | -0.9 | -1.9
17 | COc1ccc(/C=N/N2CCN(Cc3ccccc3)CC2)cc1 | 0.0 | 13.8
18 | CCN(C(=O)Nc1cccc(Cl)c1)c1ccccc1 | 0.0 | -4.5
19 | COc1cccc2[nH]c(C(=O)NCCc3ccccc3)cc12 | 0.0 | -2.3
20 | COc1cccc(C(=O)N/N=C(\C)c2ccc(NC(=O)Cc3ccccc3)cc2)c1OC | 0.1 | -2.8
21 | CCOCCCn1c(SCC(=O)Nc2ccc(NC(C)=O)cc2)nc2ccccc2c1=O | 0.0 | 7.0
22 | CC(=O)NCCC(=O)N(C)CC1CCN(CCc2cccc(C(F)(F)F)c2)CC1 | 0.0 | 2.5
23 | O=C(O)CCCn1c(=O)c2cccn2c2ccc(F)cc21 | -0.2 | 10.8
24 | S=c1[nH]nc(COc2ccccc2)n1/N=C/c1ccc(Cl)cc1 | 0.1 | -3.0
25 | Cc1ccc(C)c(-c2cc(C(=O)NC3CC3)c3ccccc3n2)c1 | 0.1 | 1.0
26 | Cc1cc(=O)n2c3ccccc3n(C)c2n1 | 0.0 | 20.5
27 | O=C(Nc1ccc(Cl)c(Cl)c1)N1CCOCC1 | -0.1 | 6.6
28 | COC(=O)C1=CN(Cc2ccc(OC)c(OC)c2)C=C(C(=O)OC)C1c1ccc(O)cc1 | 0.0 | 1.5
29 | CC(C)C(O)(c1ccccc1)C(CN1CCOCC1)c1ccccc1 (centres undefined) | -0.1 | 3.5
30 | C=CCOc1cccc(CNCc2ccncc2)c1 | 0.1 | 14.5
31 | C=CCNc1nc(Cl)nc(NCc2ccco2)n1 | 0.1 | 9.4
32 | C[C@@H](N)C(=O)NC[C@H]1CC[C@H](C(=O)N[C@@H](Cc2ccccc2)C(=O)O)CC1 | -0.1 | 4.9
33 | COc1ccc(N=C2NC(=O)C(CO)(CO)S2)cc1 | -0.1 | -5.4
34 | COc1ccccc1CNC(=O)COc1ccccc1C | 0.1 | -10.8
35 | O=C(Nc1cccc(Cl)c1)c1ccccc1NC(=O)C1CCCCC1C(=O)O (centres undefined) | 0.2 | 18.8
36 | CC(=O)c1ccc(NC(=O)c2sc3nc(C)c(C)c(C)c3c2N)cc1 | 0.2 | 11.9
37 | c1ccc(CNc2nc(-c3cccnc3)nc3ccccc23)cc1 | 0.1 | -3.9
38 | CN(Cc1ccc(F)cc1)C(=O)c1cc(COc2ccc(-n3cncn3)cc2)on1 | 0.0 | 4.5
39 | COc1c(Cl)cc(Cl)cc1C(=O)Nc1ccc(CN2CCOCC2)cc1 | 0.1 | 29.5
40 | O=C(CN1CCC(NC(=O)c2cccc(F)c2)CC1)Nc1ccc(Br)cc1 | 0.1 | 5.3
41 | COc1ccc(C(=O)NCC(=O)N/N=C/c2cn(C)c3ccccc23)cc1OC | 0.0 | -10.8
42 | CCc1ccc(N(CC(=O)NC(C)(C)C)C(=O)CCC(=O)Nc2ccccn2)cc1 | 0.0 | 1.6
43 | Cn1c(NN)nc2c1c(=O)n(Cc1ccccc1)c(=O)n2C | -0.1 | 0.9
44 | CCN(CC)C(=O)c1ccc(CS(=O)(=O)Cc2ccccc2)cc1 | -0.1 | 3.0
45 | COc1ccc(OC)c(-c2cc(C(=O)N/N=C(\C)c3cccnc3)c3ccccc3n2)c1 | 0.1 | 2.8
46 | O=C(NCc1ccccc1OC(F)(F)F)C1CCC(=O)N(C2CC2)C1 (centres undefined) | -0.5 | -5.0
47 | CN(c1ccccc1)c1nc(N)c([N+](=O)[O-])c(NC2CCCCC2)n1 | 0.1 | -8.1
48 | O=C(N/N=C/c1ccoc1)c1ccccc1Br | 0.0 | 2.6
49 | C[n+]1ccccc1/C=C/c1ccc2ncccc2c1 | 0.0 | -7.3
50 | O=C(NNC(=O)C1CC=CCC1)c1ccccc1Cl (centres undefined) | 0.1 | 3.9
51 | CCOC(=O)C1(Cc2cccc(Cl)c2)CCCN(C(=O)c2ccoc2C)C1 (centres undefined) | -0.2 | -0.9
52 | CN(Cc1cccc(F)c1)C(=O)C(c1ccccc1)c1ccccc1 | 0.1 | -0.5
53 | Cc1cc(C(=O)Nc2ccc(C#N)cc2)on1 | -0.3 | 4.8
54 | Cc1nc(SCC(=O)NCC2CCCO2)c2c3c(sc2n1)CCC3 (centres undefined) | 0.0 | 5.4
55 | COc1cccc(/C(C)=N/N=C(\C)c2cccc(OC)c2)c1 | 0.1 | -0.4
56 | Nc1ccc(NC(=S)Nc2ccccc2)cc1 | -0.1 | -4.3

Continuation.
item | SMILES | Efflux pump inh | GASC-1 inh
57 | COc1cc(OC)c(C2Nc3cccc4cccc(c34)N2)c(OC)c1 | 0.1 | 2.9
58 | COCCn1c(=O)c2c(nc3n2CCCN3CCc2ccc(OC)c(OC)c2)n(C)c1=O | 0.0 | -0.9
59 | C/C(=N\NC(=O)c1ccc(Br)cc1)c1cccnc1 | 0.1 | 8.7
60 | CC1CN(C(=O)c2cc3cc(F)ccc3[nH]2)CC(C)O1 (centres undefined) | 0.0 | 7.0
61 | CN(CC(=O)NC1CC1)S(=O)(=O)c1cc(Cl)ccc1Cl | 0.1 | 5.1
62 | CC(C)COc1nc2ccccc2nc1N1CCN(C)CC1 | 0.0 | 3.6
63 | COc1ccc(C(CCNCc2ccc(N(C)C)cc2)c2ccccc2OC)cc1 (centres undefined) | 0.1 | 3.0
64 | CCOc1ccc(OCCn2c(S(=O)(=O)O)nc3c(N)ncnc32)cc1 | 0.0 | 3.1
65 | COc1cc(CNc2ccc3[nH]c(=O)[nH]c3c2)cc(Br)c1OCc1ccc(F)cc1 | 0.0 | -1.6
66 | CCOc1ccccc1CN1CCNC(=O)C1CC(=O)NCc1nc(C)cs1 (centres undefined) | -1.3 | 4.3
67 | Cc1cccc(NC(=O)NN2CCN(C)CC2)c1C | 0.1 | -0.3
68 | Cc1ccc(NC(=S)N2CCN(S(=O)(=O)c3ccccc3)CC2)cc1C | 0.1 | -14.5
69 | C=CCOCCN(CC)CC | 0.0 | -1.3
70 | COC(=O)Cc1c(C)c2ccc(OC3CCCCC3=O)cc2oc1=O (centres undefined) | -0.2 | 5.0
71 | CCOC(=O)c1cnc2ccc(C(=O)OC)cc2c1NCCCN1CCOCC1 | 0.1 | -1.9
72 | CCOc1cc(CN2CCc3c([nH]c4ccccc34)C2)ccc1OC | 0.0 | 5.1
73 | CC(C)n1cc(CN2CCC(Oc3ccc(C(=O)N4CCCCC4)cc3)CC2)cn1 | 0.1 | 4.9
74 | Cc1ccc(N2CCN(C(=O)C3CCC(=O)N(Cc4ccc(Cl)cc4)C3)CC2)c(C)c1 (centres undefined) | -0.7 | 5.5
75 | COc1cc(C)c(Cl)cc1S(=O)(=O)N1CCSC1 | -0.1 | 4.0
76 | COc1ccc(C(=O)/C=C2/C(=O)Nc3ccccc32)cc1 | -0.1 | 0.4
77 | CNC(=S)Nc1cc2oc3ccccc3c2cc1OC | 0.3 | -2.7
78 | Cc1cc(C)c(S(=O)(=O)NC2CC(C)(C)NC(C)(C)C2)cc1Br | -0.1 | -22.8
79 | Cc1nc(CNS(=O)(=O)c2ccc(F)cc2)cs1 | -0.1 | 2.2
80 | COc1ccc(C(=O)NC(=S)N(C)C2CCCCC2)cc1 | 0.0 | 4.5
81 | CCOC(=O)c1cccc(NC(=O)c2cc3ccccc3o2)c1 | -0.1 | -4.9
82 | COc1ccc(S(=O)(=O)N2CCCC2=O)cc1N(C)S(C)(=O)=O | 0.0 | 7.1
83 | Cc1cc(C)cc(NS(=O)(=O)c2c(C)[nH]c(=O)[nH]c2=O)c1 | 0.0 | 4.9
84 | CCCCOc1ccc(CN2CCSCC2)cc1 | 0.3 | -3.4
85 | Cc1cc(Cl)ccc1OC(C)C(=O)NNC(=O)C1CCCCC1C(=O)O (centres undefined) | 2.1 | -2.4
86 | O=C1NC(=O)c2cc([N+](=O)[O-])cc3cccc1c23 | 0.2 | 3.1
87 | CCOC(=O)C1CCCN(S(=O)(=O)c2nc3nc(C)cc(C)n3n2)C1 (centres undefined) | 0.2 | 1.5
88 | CC1C(=O)OC(c2ccc(Cl)cc2)C(C)(C)C1=O (centres undefined) | 0.1 | -5.9
89 | COc1ccc(C2CC(=O)NC(=O)C2)cc1 | 0.1 | 1.1
90 | COC(=O)Cn1c2ccccc2c2nc3ccccc3nc21 | 0.0 | 4.9
91 | Cc1ccccc1NC(=O)/C(C#N)=C/c1ccc[nH]1 | 0.1 | -5.4
92 | CCN1CCN(c2nc3c(C)cccn3c(=O)c2C=C(C#N)C#N)CC1 | 0.2 | -4.6
93 | CC(=O)Nc1ccc2c(c1)nc(CCN1CCN(c3ccccn3)CC1)n2C | 0.0 | 3.1
94 | O=[N+]([O-])c1cccc(NC(=S)N2CCc3ccccc32)c1 | 0.2 | 11.1
95 | COc1ccc(-c2nc(N)ncc2-c2ccc(OC)c(OC)c2)c(O)c1 | 0.1 | -7.4
96 | O=C(Nc1cccc(Cl)c1)OCCOc1ccccc1 | 0.0 | -9.1
97 | C=CCOC(=O)C1=C(C)NC(=O)NC1c1ccc(O)cc1 (centres undefined) | -0.1 | -1.1
98 | COc1ccc(C(O)(C(C)C)C(CN2CCOCC2)c2ccccc2)cc1 (centres undefined) | -0.1 | -1.7
99 | O=[N+]([O-])c1cccc(NC(=S)N2CCCC2)c1 | 0.1 | -2.1
100 | FC(F)(F)c1ccccc1CNCc1ccc2c(c1)OCO2 | -0.1 | -0.2
101 | CCSc1nc2sc3c(c2c(=O)n1-c1ccccc1)CCN(C(C)C)C3 | 0.3 | -0.9
102 | O=c1cc(O)n(Cc2ccc(F)cc2)c(=O)[nH]1 | 0.0 | -0.9
103 | COC(=O)c1sc(N2C(=O)C(O)=C(C(=O)c3ccc(C)o3)C2c2ccc(OC)c(OC)c2)nc1C (centres undefined) | 0.0 | -2.0
104 | O=C(O)c1cccc(-c2ccc(/C=C3/SC(=Nc4ccccc4)N(Cc4cccnc4)C3=O)o2)c1 | -0.1 | 5.9
105 | CC1(C)Cc2c(C#N)c(SCCC#N)nc(N3CCOCC3)c2CO1 | -0.1 | -10.9
106 | CCCCn1c(=O)[nH]c(=O)c2c1nc(CN(C)Cc1cccc(OC)c1OC)n2CCC | 0.1 | 8.0
107 | CCC1CN(C(=O)NCc2ccc(C)cc2)c2cc(C)ccc2O1 (centres undefined) | 0.3 | -0.5
108 | CCC(C)NC(=O)CCn1c(=O)c2cccn2c2ccc(F)cc21 (centres undefined) | 0.1 | 0.7
109 | Cc1cc(NC(=O)CCN2CC(C)OC(C)C2)ccc1Br (centres undefined) | 0.1 | -2.1
110 | Cc1ccc(NC(=O)CNCc2cccs2)c(Br)c1 | 0.0 | 0.2
111 | COc1cc2ccccc2cc1C(=O)N/N=C/c1ccc2c(c1)OCO2 | 0.0 | 12.6
112 | COC(=O)CCCC(=O)N1CCCC(C(=O)c2ccccc2SC)C1 (centres undefined) | 0.0 | 1.4

More compounds.
item | SMILES | Efflux pump inh | GASC-1 inh
113 | Cc1cccn2c(=O)c(/C=C(\C#N)C(N)=O)c(N3CCN(c4cccc(Cl)c4)CC3)nc12 | 0.0 | 3.7
114 | Cn1c(=O)oc2cc(S(=O)(=O)Nc3ccc(O)cc3)ccc21 | 0.1 | -7.0
115 | COCC1CCN(C(=O)c2cc(COc3ccc(C)c(C)c3)on2)C1 (centres undefined) | 0.0 | -4.4
116 | Cc1ccc(NC2CCCN(C(=O)CSc3ccncc3)C2)cc1C (centres undefined) | 0.0 | 5.0
117 | COC(=O)c1cccc(NC(=O)c2cnccn2)c1 | 0.4 | 10.0
118 | O=[N+]([O-])c1ccc(CN2CCN(c3ccc(F)cc3)CC2)o1 | 0.1 | 6.0
119 | CC(=O)c1ccc(OCc2cc(C(=O)N(C)Cc3ncc(C)[nH]3)no2)cc1 | 0.0 | 6.6
120 | O=c1[nH]cnc2c1C(c1ccc(Cl)cc1)c1c(nc[nH]c1=O)O2 | -0.1 | 30.0
121 | COc1cc2cc(C(=O)N(C)Cc3ccccc3)[nH]c2cc1OC | 0.0 | 1.6
122 | COc1cc(C(=S)N2CCN(C(c3ccccc3)c3ccccc3)CC2)cc(OC)c1O | -0.1 | -4.3
123 | O=C(Nc1ccccc1)OCCOc1ccccc1Br | 0.0 | 0.6
124 | Cc1cccc(NC(=O)CN(CCc2ccccc2)S(C)(=O)=O)c1 | -0.1 | 5.1
125 | COc1ccc(OC)c(S(=O)(=O)N2CCC(C(=O)N3CCN(c4ccc(F)cc4)CC3)CC2)c1 | 0.0 | 3.5

Source: PubChem BioAssay
